# AID2073 – inhibitors of Mint1-CaV2.2 protein interaction, biochemical, HTRF (AID 2073); HTRF protein-protein interaction, Mint1-CaV2.2; higher % means a stronger effect; one-dose inhibition, % at 20 µM; IC50 in µM for titrated hits; 0.19% of 290,000 active; in the data active means inhibition mostly above about 51%, no sharp cut-off; further: some results filed as inactive read as strong as hits
# M17LAP inhibition – P. falciparum M17LAP inhibitors, primary screen, biochemical, fluorogenic H-Leu-NHMec substrate, 1536-well (AID 1619) | recombinant M17LAP, H-Leu-NHMec fluorogenic kinetic assay; higher % means a stronger effect | inhibition, % at 30 µM, or IC50 in µM where a hit was titrated | 0.38% of 220,000 active;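 active means compound inhibiting the enzyme by more than half at any dose during confirmatory dose-response retesting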;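 further: plate controls were full reaction with DMSO carrier for no effect and no enzyme background for full effect; strong numbers were not always called active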
# KOR beta-arrestin-1 – kappa opioid receptor activators – cell-based, luminescence, uHTS, primary screen (AID 1777). KOR beta-arrestin recruitment, luminescence; higher % means a stronger effect. activation, % at 10 µM; hits with a dose series show EC50 in µM. 0.02% of 280,000 active; in the data active means activation above about 50%, passing the limit was not always enough; further: a part of the inactive calls stands beside numbers as strong as those of hits
# KOR beta-arrestin-2 – kappa opioid receptor blockers – cell-based, luminescence, uHTS (AID 1778); 0.091% of 290,000 active; inhibition, % at 10 µM; hits with a dose series show IC50 in µM; KOR beta-arrestin recruitment, luminescence, antagonist mode; higher % means a stronger effect; further: strong numbers were not always called active
# Dynein transport – dynein cargo transport inhibition | 3617.4 mouse cells, GR-EGFP nuclear translocation imaging; test concentration mostly 20 µM; stimulated with dexamethasone, 1 µM; stronger effect = lower value | z-score, hits read low | 0.47% of 220,000 active;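 active means plate z-score of nuclear minus cytoplasmic receptor signal below a set negative limit, without overly bright fluorescence or cell loss, cut at about -3.5 in these data, passing the limit was not always enough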;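 further: z-score of nuclear minus cytoplasmic ring GR-EGFP intensity difference per well; some compounds called inactive have numbers as strong as hits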
#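 Buffer or medium: tet-free medium with charcoal-stripped serum / Also added: dexamethasone agonist, 1.0 µM final, for 30 min / Timing: induction 48 h, compound 1 h, agonist 30 min / Measured by: high-content fluorescence imaging after fixation / Read-out: nuclear-to-cytoplasmic GR-EGFP distribution per well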
# HEK293 NOD2/NF-kB – NOD2 signaling inhibitors, cell-based, luminescence, uHTS, HEK293 (AID 1566); HEK293 NOD2/NF-kB luciferase reporter, luminescence; higher % means a stronger effect; inhibition, % at 4 µM; hits with a dose series show EC50 in µM; 0.63% of 290,000 active; further: many of its hits are not listed in these tables
# NOD1 inhibition – NOD1 signaling inhibitors, primary screen, cell-based, luminescence, uHTS (AID 1578); NOD1-driven NF-kB luciferase reporter cells, luminescence; higher % means a stronger effect; one-dose inhibition, % at 4 µM; EC50 in µM for titrated hits; 1% of 290,000 active; in the data active means inhibition mostly above about 36%, no sharp cut-off; inactive means mostly below about 34%;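 further: HEK-293T reporter cells stimulated with the NOD1 agonist gamma-tri-DAP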
# GPR55 activation – selective activators of receptor GPR55 – imaging, U2OS cells, beta-arrestin-GFP redistribution, primary screen (AID 1961); U2OS GPR55 beta-arrestin-GFP redistribution imaging; higher % means a stronger effect; activation, % at 10 µM; hits with a dose series show EC50 in µM; 0.048% of 290,000 active;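 active means activation above 40% with more than 50 cells counted in the well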;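 further: U2OS osteosarcoma cells stably expressing GPR55 and beta-arrestin-GFP; plate controls were DMSO negative control for no effect and LPI positive control for full effect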
# P. falciparum M1AAP – P. falciparum M1AAP inhibitors, biochemical, fluorogenic H-Leu-NHMec substrate, 1536-well (AID 1445) | recombinant M1AAP, H-Leu-NHMec fluorogenic kinetic assay; higher % means a stronger effect | inhibition, % at 30 µM, or IC50 in µM where a hit was titrated | 0.42% of 220,000 active;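 active means primary inhibition above the hit cutoff, then over 50% inhibition at one or more dose response concentrations, cut at about 23% in these data, passing the limit was not always enough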;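 further: plate controls were DMSO full reaction for no effect and no enzyme background for full effect; strong numbers were not always called active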
# Dynein transport cytoplasmic EGFP – recorded beside Dynein transport, whose call it bears; z-score; measured here: cytoplasmic GR-EGFP intensity; stronger effect = higher value
# Dynein transport nuclear GR-EGFP – further read-out of Dynein transport, marked with its call; z-score; measured here: nuclear GR-EGFP intensity;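 lower value marks the stronger effect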
# Dynein transport cell count – also measured in Dynein transport; calls as there; z-score; measured here: cell count per field
# * = called active by the depositor; . = no result given; [ ] = dose if it differs, or a comment. Unless noted, no stated cut-off is given here; in the data, active means inhibition above about 50%; inactive means the rest. These rows are one share of the data (hit frequency here may not be typical).
# Order of values – AID2073	M17LAP inhibition	KOR beta-arrestin-1	KOR beta-arrestin-2	Dynein transport	Dynein transport cytoplasmic EGFP	Dynein transport nuclear GR-EGFP	Dynein transport cell count	HEK293 NOD2/NF-kB	NOD1 inhibition	GPR55 activation	P. falciparum M1AAP
Cc1ccc(CC(=O)N/N=C/c2ccc(OC(=O)c3ccc([N+](=O)[O-])cc3)cc2)cc1
  12%	-11%	-0.8%	-4%	0.14	-0.079	0.16	-0.046	8%	-14%	0.0%	0%
COCCCN(Cc1cccs1)S(=O)(=O)c1csc(C(N)=O)c1
  9%	.	-4.9%	-11%	.	.	.	.	-13%	-16%	0.3%	.
COc1ccccc1Oc1nc2c(c(=O)n(Cc3ccccc3F)c(=O)n2C)n1C
  0%	24%	-1.7%	-7%	0.13	-0.076	0.24	0.16	3%	-32%	0.2%	13%
COc1ccc(C(=O)NCCNc2ncc(C(F)(F)F)cc2Cl)cc1[N+](=O)[O-]
  19%	.	-1.6%	10%	.	.	.	.	13%	-28%	0.0%	.
S=C(NCCNC(=S)Nc1ccccc1Cl)Nc1ccccc1Cl
  -19%	.	-1.0%	-22%	.	.	.	.	0%	-10%	-0.1%	.
Cc1cc(C)nc(N2CCCC(C(=O)NCc3ccc4c(c3)OCO4)C2)n1 (stereo not drawn)
  -9%	1%	.	-56%[20 µM]	-0.26	-0.18	-0.22	-0.35	4%	-33%	-0.1%	0%
COc1ccccc1C(=O)C1CCCN(C(=O)c2cn3cc(Cl)ccc3n2)C1 (stereo not drawn)
  0%	5%	.	-15%[20 µM]	-0.71	-0.21	-0.56	0.72	2%	-29%	-0.1%	-2%
O=C(COc1ccc(Cl)cc1Cl)NN1C(=O)C2C3C=CC([C@@H]2C1=O)C31CC1 (stereo partly drawn)
  4%	2%	1.8%	34%	-0.21	-0.24	0.26	0.21	17%	1%	-0.1%	0%
O=C(Nc1cc(Cl)ccc1-n1cncn1)c1cc(S(=O)(=O)N2CCOCC2)ccc1F
  1%	.	0.6%	15%	.	.	.	.	-5%	-24%	0.6%	.
O=[N+]([O-])c1ccccc1Nc1c2ccccc2nc2ccccc12
  11%	-2%	2.4%	21%[20 µM]	1.2	-0.35	0.21	-0.26	29%	3%	-0.1%	4%
Cc1ccccc1CNC(=O)C1CCC(=O)N(Cc2cccc(F)c2)C1 (stereo not drawn)
  1%	.	-2.3%	-5%	.	.	.	.	10%	-21%	0.0%	.
C/C(=N\NC(=O)c1c(Cl)cnn1C)c1ccc(NC(=O)c2ccncc2)cc1
  6%	23%	5.6%	27%	0.31	-0.17	0.049	-0.26	17%	5%	-0.3%	3%
Brc1ccc(NCc2cccc3ccccc23)nc1
  -4%	-5%	4.3%	17%	-0.75	-0.069	-0.43	0.27	-11%	-13%	-0.1%	3%
Cn1c(=O)oc2cc(S(=O)(=O)NCCN3CCc4ccccc4C3)ccc21
  12%	2%	2.0%	34%	0.069	-0.2	0.37	0.27	14%	-30%	-0.5%	-1%
COc1ccc(C(=O)CN2C(=O)COc3ccccc32)cc1
  -1%	.	.	-3%[20 µM]	-0.96	-0.37	-0.39	1.2	-5%	31%	-0.1%	.
O=C(O)c1ccccc1/C=N/Nc1ccc(S(=O)(=O)N2CCCC2)cc1[N+](=O)[O-]
  5%	1%	3.4%	20%	1	-0.2	0.44	-0.51	8%	-13%	0.7%	6%
COC(=O)[C@H](Cc1ccccc1)NC(=O)c1ccc2ccccc2n1
  5%	.	0.9%	-14%	.	.	.	.	1%	-34%	.	.
Cn1cc(CN2CCc3c([nH]c4ccccc34)C2C(C)(C)C)cn1 (stereo not drawn)
  9%	-3%	9.2%	-28%	-0.14	-0.24	-0.11	0.4	3%	27%	-0.3%	7%
O=C(Nc1cccc(Cl)c1)Nc1ccc2nccnc2c1
  4%	.	-0.9%	0%	.	.	.	.	-66%	-22%	-0.1%	.
O=C(/C=C/Nc1cccc(F)c1)c1ccco1
  3%	-3%	5.3%	-60%	0.41	0.038	0.62	-1.4	-66%	-92%	-0.1%	11%

# Random excerpt: 2 entries already listed
# Order of values – AID2073	M17LAP inhibition	KOR beta-arrestin-1	KOR beta-arrestin-2	Dynein transport	Dynein transport cytoplasmic EGFP	Dynein transport nuclear GR-EGFP	Dynein transport cell count	HEK293 NOD2/NF-kB	NOD1 inhibition	GPR55 activation	P. falciparum M1AAP
COc1ccccc1C(=O)C1CCCN(C(=O)c2cn3cc(Cl)ccc3n2)C1 (stereo not drawn)
  0%	5%	.	-15%[20 µM]	-0.71	-0.21	-0.56	0.72	2%	-29%	-0.1%	-2%
Cc1ccccc1CNC(=O)C1CCC(=O)N(Cc2cccc(F)c2)C1 (stereo not drawn)
  1%	.	-2.3%	-5%	.	.	.	.	10%	-21%	0.0%	.

# More records follow.
# Order of values – AID2073	M17LAP inhibition	KOR beta-arrestin-1	KOR beta-arrestin-2	Dynein transport	Dynein transport cytoplasmic EGFP	Dynein transport nuclear GR-EGFP	Dynein transport cell count	HEK293 NOD2/NF-kB	NOD1 inhibition	GPR55 activation	P. falciparum M1AAP
Nc1nonc1C(=O)N/N=C\c1cc2c(cc1Cl)OCO2
  48%	.	4.1%	-26%	.	.	.	.	2%	-33%	-0.1%	.
O=C(CSc1ccc([N+](=O)[O-])cn1)Nc1ccc2[nH]c(=O)[nH]c2c1
  -9%	.	-2.3%	23%	.	.	.	.	-9%	-40%	-0.1%	.
COc1ccc(C(=O)NCCc2nc3cc([N+](=O)[O-])ccc3n2C)cc1
  4%	-11%	.	34%	-0.58	-0.07	-0.31	0.52	5%	-6%	-0.1%	-2%
COc1ccc(/C=N/NC(=O)C2C(=O)NCC2c2ccccc2)c(OC)c1 (stereo not drawn)
  2%	35%	2.1%	-46%	-0.88	-0.084	-0.72	0.83	-10%	-36%	0.9%	7%
CCN1CCN(C(=O)C2c3cc(OC)c(OC)cc3C(=O)N(C)C2c2ccc(SC)cc2)CC1 (stereo not drawn)
  6%	-2%	-5.6%	-14%	2.9	-0.1	2.2	-2.2	18%	-4%	0.3%	10%
COC(=O)C1(C)Cc2cc(OC(C)=O)c(OC(C)=O)cc2N1 (stereo not drawn)
  25%	0%	1.5%	18%	-0.13	-0.14	0.49	-1.6	22%	-13%	-0.1%	-13%
Nc1nc(SCC(=O)Nc2ccc(Cl)cn2)n[nH]1
  -12%	24%	-1.9%	-11%	0.059	0.85	0.11	-0.14	-23%	-17%	-0.1%	5%
N#Cc1c(-c2ccccc2)nc(SCC(=O)Nc2ccc(OC(F)(F)Cl)cc2)[nH]c1=O
  12%	.	3.3%	-1%	.	.	.	.	-22%	-13%	0.0%	.
COc1ccc(CNC(=O)N[C@@H](Cc2c[nH]c3ccccc23)C(=O)O)cc1
  7%	.	-2.5%	-1%	.	.	.	.	13%	-4%	0.4%	.
CCC(C)(C)NC(=O)CN(C(=O)CCC(=O)Nc1nccs1)c1ccccc1C
  3%	.	-1.9%	-14%	.	.	.	.	8%	-11%	-0.2%	.
Cc1cccn2c(=O)c3cc(C(=O)NC4CCCCC4)sc3nc12
  36%	.	6.7%	-38%	.	.	.	.	-5%	30%	0.6%	.
O=C(N/C=C\c1ccccc1)NCc1ccc(Cl)cc1Cl
  -5%	7%	1.2%	1%	-0.7	0.72	-0.4	1.3	-2%	-18%	-0.2%	3%
Cc1cccc(CC(=O)Nc2cc(C)c3c(=O)oc4ccccc4c3n2)c1
  12%	6%	31%	11%	-0.57	-0.2	-0.32	0.22	-17%	-31%	-0.3%	4%
CC(=O)CC1OC(=O)C(Br)=C1NCc1ccccc1 (stereo not drawn)
  -20%	4%	-4.4%	10%	3.8	7.4	4.1	-0.025	8%	3%	0.3%	10%
O=C(c1ccco1)N1CCCN(C(=O)c2ccco2)CC1
  4%	-4%	3.4%	15%	0.14	-0.22	-0.12	0.74	4%	.	-0.2%	-5%
Cc1ccc(C(=O)OCC(=O)Nc2sc3c(c2C#N)CCCCC3)cc1NC(=O)c1ccco1
  7%	11%	-0.6%	-26%	0.67	-0.11	0.82	-0.75	6%	7%	-0.1%	8%
Cc1cc(Br)cc(C)c1OCC(=O)NNC(=O)CCC(=O)NCc1ccccc1
  -9%	5%	-4.5%	3%	0.15	-0.24	-0.081	0.62	0%	-13%	0.2%	1%
COCCCN(Cc1ccco1)C(=O)c1cc2c(s1)-c1ccc(Cl)cc1S(=O)(=O)C2
  6%	.	-3.0%	-6%	.	.	.	.	21%	-3%	0.1%	.
Cc1cccc(NC(=S)NCc2ccccc2Cl)c1C
  0%	.	8.5%	0%	.	.	.	.	-13%	-8%	-0.2%	.
Cn1c(=O)c2c(SCC(=O)c3ccccc3)nc(C3CC3)nc2n(C)c1=O
  -4%	15%	2.1%	-16%	-0.73	-0.14	-0.25	0.027	26%	9%	-0.2%	4%
CCOC(=O)C(=O)N1CCN(CC)CC1
  -13%	-6%	-0.8%	2%	0.071	-0.19	1.2	-1.2	6%	0%	0.0%	-3%
CS(=O)(=O)N(CC(=O)NCC1CCCO1)Cc1ccc(Cl)cc1 (stereo not drawn)
  3%	9%	-2.2%	23%	-0.0098	-0.27	0.035	-0.13	12%	-15%	-0.2%	-6%
Cn1c(CSCc2ccc(F)cc2)nnc1SCC(=O)N1CCN(c2ccccc2)CC1
  -1%	-4%	3.1%	21%	-0.47	-0.21	0.31	0.48	9%	4%	0.3%	8%
CCNC(=O)/C(=C/c1cccc([N+](=O)[O-])c1)NC(=O)c1ccc(C)cc1
  4%	5%	-2.6%	8%	0.13	-0.26	-0.088	-0.12	11%	-34%	-0.3%	3%
CC(Nc1nc2ncn(Cc3ccccc3)c2c(=O)[nH]1)C(=O)O (stereo not drawn)
  1%	10%	3.6%	-28%	0.41	-0.21	0.55	1.1	-4%	-14%	0.0%	4%
Cc1c(C(=O)O)sc2nc3n(c(=O)c12)CCC3
  6%	10%	6.5%	-7%	0.22	-0.14	0.2	0.16	3%	-48%	-0.4%	3%
CCOC(=O)c1ccc(-n2c(C)nc3ccccc3c2=O)cc1
  14%	-6%	-3.0%	-3%	-0.57	-0.17	-0.18	1	-6%	-26%	0.3%	3%
COc1ccccc1CN1C(=O)[C@@H]2C(CC(N)=O)NC3(C(=O)Nc4c3ccc(Cl)c4C)[C@@H]2C1=O (stereo partly drawn)
  10%	-2%	9.5%	-9%	-0.13	-0.037	-0.44	0.45	15%	-11%	0.2%	1%
O=C(c1ccccc1Cl)N1CCSCC1
  7%	5%	-1.3%	-10%	-0.57	-0.17	-0.21	0.3	8%	-7%	0.7%	10%
Cc1c(C)c2c(OCC(=O)NC3CC3)cc3c(c2oc1=O)CCC(C)(C)O3
  31%	.	-3.3%	12%[20 µM]	.	.	.	.	19%	1%	-0.2%	.

# Screening data as filed in PubChem BioAssay.
